Assay outcomes from PubChem BioAssay.
FN deposit inh = inhibitors of fibronectin matrix deposition, primary screen, AH1F cells, Alexa488-fibronectin fluorescence, plate reader; AH1F fibroblasts, overnight; inhibition, % at 12.6 µM; 350,000 compounds, 0.086% hits; AID 743247, 2014;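 active means mean inhibition across replicates of 30% or more, regardless of how many single replicates reach that level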;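 further: positive control wells lacked labelled fibronectin entirely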
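Test system: AH1F fibroblast monolayer depositing Alexa488-labelled fibronectin into matrix. Input: 10000 cells per well. Technique: fluorescence, ex 485 nm, em 525 nm. Buffer or medium: DMEM plus 2% serum, read in PBS. Timing: 1 h cell adhesion before compound, then overnight fibronectin incubation. Compound: single dose, pinned. Read-out basis: inhibition from reduced deposited-fibronectin fluorescence.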
S100A4 inh HTS = inhibitors of S100A4-myosin IIA peptide binding, primary screen, biochemical, fluorescence polarization, TAMRA-MyoIIA peptide; inhibition, % at 10.7 µM; 360,000 compounds, 0.14% hits;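 active means mean inhibition of at least 70% across replicates, with every replicate also reaching that level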
Target sequence (P26447 whole entry, looked up): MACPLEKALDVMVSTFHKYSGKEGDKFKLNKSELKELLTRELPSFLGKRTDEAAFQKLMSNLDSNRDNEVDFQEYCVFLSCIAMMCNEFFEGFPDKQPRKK
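assay system = human S100A4 monomer with TAMRA-labelled myosin IIA peptide | also added = labelled myosin peptide probe, 5 nM | incubation = 5 min between mix addition and reading | control set = DMSO and TFP controls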
SIRT5 block = SIRT5 desuccinylase inhibitors, primary screen, biochemical, fluorescence imaging, single point, set 5 | Purified SirT5, succinyl-peptide AMC, trypsin-coupled fluorescence | 330,000 compounds, 1.1% hits | AID 652115, 2013 | inhibition, % at 15 µM; in the data active means inhibition above about 15%
Target sequence (Q9NXA8 whole entry, looked up): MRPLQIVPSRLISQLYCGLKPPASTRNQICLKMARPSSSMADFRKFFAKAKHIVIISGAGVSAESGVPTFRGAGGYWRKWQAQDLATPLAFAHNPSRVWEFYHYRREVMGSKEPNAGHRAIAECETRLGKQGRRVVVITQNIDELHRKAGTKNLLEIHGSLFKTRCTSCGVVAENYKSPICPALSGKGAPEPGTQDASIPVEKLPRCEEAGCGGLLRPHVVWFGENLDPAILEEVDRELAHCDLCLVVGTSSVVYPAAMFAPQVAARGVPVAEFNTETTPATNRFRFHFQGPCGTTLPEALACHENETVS
Casp6 inh = human caspase-6 inhibitors, primary screen, biochemical, VEID-R110 fluorescence, single point, set 2; P55212; inhibition, % at 12.5 µM; 350,000 compounds, 0.53% hits; purified caspase-6, Z-VEID-R110 cleavage fluorescence;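 active means mean inhibition across replicates at least about 35%, with every replicate also reaching that limit, limit read from the data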;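 further: 0% = median of neutral control wells and 100% = no fluorescence left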
Target sequence (P55212 24-179 limits assumed): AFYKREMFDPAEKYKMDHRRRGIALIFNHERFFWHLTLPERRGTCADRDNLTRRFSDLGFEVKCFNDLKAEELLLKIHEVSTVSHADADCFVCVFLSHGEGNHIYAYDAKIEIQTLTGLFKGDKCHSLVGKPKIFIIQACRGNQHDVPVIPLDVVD
Target sequence (P55212 194-293 limits assumed): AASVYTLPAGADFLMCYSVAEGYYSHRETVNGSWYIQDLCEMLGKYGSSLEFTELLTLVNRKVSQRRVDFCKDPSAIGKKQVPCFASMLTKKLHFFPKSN
Statin myotox sup = suppressors of statin myotoxicity in C2C12 myotubes, primary screen, cell-based, single point, plate reader | C2C12 myotubes + simvastatin, ATP luminescence, 48 h; scaled: DMSO 0, geranylgeraniol control 100 | rescue of ATP level, % at 7.49 µM | 330,000 compounds, 0.78% hits;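 active means mean ATP rescue above about 67%, or every replicate alone reaching that limit, limit read from the data, passing the limit was not always enough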;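 further: myotubes were challenged with 10 µM simvastatin during compound exposure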
LGR2 antag = inhibitors of bursicon-induced LGR2 CRE-luciferase signal, primary screen, cell-based, HEK293, CRE-luciferase reporter, bursicon stimulation; Drosophila bursicon receptor LGR2 (rickets); bursicon-stimulated, 4 h; inhibition, % at 9.99 µM; 380,000 compounds, 0.35% hits; AID 720647, 2013;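 active means drop in luminescence signal, shown as inhibition above about 50% in the replicate tests, limit read from the data, passing the limit was not always enough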;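 further: agonist challenge used bursicon conditioned medium at about half maximal strength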
esBAF inh = Bmi1 luciferase reporter increase in mESCs, primary screen, esBAF inhibitor project, mouse ES cells, Bmi1 luciferase knock-in, single point. 350,000 compounds, 2% hits. AID 602393, 2012. reporter increase, % at 12.5 µM. 24 h; 100% = twice the neutral-well signal; in the data active means activation above about 40%;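 further: 0% = median of the plate's neutral control wells and 100% = double that signal; a rise in the Bmi1 reporter signal indicates esBAF inhibition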
Active calls of the source: *; nt = not tested or not shown; & = joins results of further samples. A portion of the library (hit frequency here may not be typical).

SMILES	FN deposit inh	S100A4 inh HTS	SIRT5 block	Casp6 inh	Statin myotox sup	LGR2 antag	esBAF inh
C[C@@H]1CN([C@@H](C)CO)S(=O)(=O)c2ccc(-c3ccncc3)cc2O[C@@H]1CN(C)C(=O)C1CC1	1.1	-3.9	-3.4	-0.2	3.6	-6.1	-3.2
C[C@H](CO)N1C[C@H](C)[C@@H](CN(C)Cc2ccc(C(F)(F)F)cc2)Oc2ccc(NC(=O)C3CC3)cc2CC1=O	nt	2.3	8.7	5.9	59.4	0.6	-0.3
N#C[C@@H]1[C@H](c2ccccc2)[C@@H](CO)N1C(=O)C1CCCC1	0.8	1.8	4.3	4.5	29.3	-5.0	-5.5
CCc1ccc(NC(=O)CCc2nc3ccccc3[nH]2)cc1	-0.1	0.6	2.7	-1.8	0.2	-28.1	-3.0
O=C(C1CC1)N1CCc2cc(Br)cc(S(=O)(=O)NCCCN3CCCC3)c21	-3.5	nt	nt	nt	-4.4	nt	-5.1
CCc1cc2c(=O)n(-c3ccccc3)c(SCC(N)=O)nc2s1	4.4	-1.7	0.2	0.8	9.8	-5.3	1.2
Cc1ccc(S(=O)(=O)N(C)C[C@@H]2Oc3ccc(NC(=O)NC4CCCCC4)cc3CC(=O)N([C@@H](C)CO)C[C@H]2C)cc1	nt	10.4	0.5	0.3	-10.0	10.1	8.4
CO[C@H]1CN(C)C(=O)c2ccc(NC(=O)c3ccno3)cc2OC[C@H](C)NC[C@H]1C	-2.3	nt	nt	nt	3.1	-0.7	-0.1
COCC(=O)NC1(c2nnnn2CCOC(=O)Nc2ccc(Cl)cc2)CCCCC1	-14.3	-3.7	2.2	-3.0	nt	-18.4	nt
C[C@@H]1CCCCO[C@@H](CN(C)C(=O)Nc2ccc3c(c2)OCO3)[C@@H](C)CN([C@@H](C)CO)C(=O)c2cc(NC(=O)Nc3ccc(C(F)(F)F)cc3)ccc2O1	nt	10.3	6.0	-1.8	nt	22.8	nt
CCC(=O)N1[C@@H]2c3cccc(=O)n3C[C@@H]2[C@@H](CO)[C@@H]1C(=O)N[C@H](C)c1ccccc1	nt	9.2	-0.7	-0.6	nt	-1.7	nt
O=C(/C=C/c1cn(-c2ccccc2)nc1-c1ccccc1)Nc1ccc(C(=O)O)cc1	12.9	-3.1	5.1	5.5	nt	-7.6	nt
Cc1csc(C2=C(O)CN(CCc3ccccc3)C2=N)n1	nt	nt	nt	nt	-2.9	17.9	-9.6
CCOc1cc(-c2sc(Nc3ccc(CC)cc3)n[n+]2-c2ccccc2)ccc1OC	-0.9	-6.2	2.1	1.5	-80.4	-24.7	-1.8
Cc1ccc(S(=O)(=O)NCCCCCC(=O)Nc2nccs2)cc1	nt	0.8	0.7	0.8	5.2	-19.2	1.0
Cc1ccnc2nc(C(=O)OCC(=O)NCCc3ccc(Cl)cc3)nn12	-1.6	nt	nt	nt	25.8	1.9	4.8
Cc1ccc(/C(N)=N/OC(=O)N2c3ccccc3Sc3ccccc32)cc1	-4.0	nt	nt	nt	-5.6	nt	-3.5
COc1ccc(C2=NC(C)(C)Cc3cc(OC)c(OC)cc32)cc1OC	11.6	-3.2	14.4	-1.4	-13.2	-11.5	-6.0
C[C@@H]1CCCCO[C@H](CN(C)S(=O)(=O)c2ccccc2)[C@H](C)CN([C@H](C)CO)C(=O)c2cc(NC(=O)Nc3cccc4ccccc34)ccc2O1	2.9	-4.0	-3.2	-0.8	nt	3.7	1.6
COc1ccc(C)cc1NC(=O)CSc1nnc(-c2ccc(C)cc2)o1	-5.9	7.4	nt	-2.4	4.5	-5.3	1.5
C=CCS(=O)(=O)N1CCC(CCOc2ccccc2)(C(=O)OCC)CC1	4.8	0.7	-3.8	-2.2	nt	7.4	nt
CSCc1c(C(=O)OCC(=O)NC2CCCCC2)oc2ccccc12	-23.2	-0.9	-1.6	-0.1	4.4	-3.9	2.8
CO[C@@H]1CN(C)C(=O)c2cc(NC(C)=O)ccc2OC[C@@H](C)N(C(=O)c2ccc(F)cc2)C[C@@H]1C	16.7	-4.3	1.2	2.4	-8.4	6.7	-8.5
CS(=O)(=O)N(Cc1ccccc1)c1ccc(C(=O)Nc2ccccc2Sc2ccccc2)cc1	7.2	-2.0	-0.7	-1.3	nt	-4.1	nt
CC(=O)c1c(C)[nH]c(C(=O)OCC(=O)c2ccc3c(c2)NC(=O)CO3)c1C	6.8	-9.6	-2.4	-4.1	-8.4	-0.5	3.2
CC1CCCN(C(=O)COC(=O)c2cc([N+](=O)[O-])ccc2N2CCOCC2)C1 (configuration not stated)	5.8	1.6	-3.6	-0.6	nt	-7.9	nt
Cc1onc(-c2c(F)cccc2Cl)c1C(=O)Nc1ccc(Cl)c(S(=O)(=O)N(C)C)c1	4.6	-2.6	5.1	0.4	-9.2	-12.5	3.6
CC(C)NC(=O)N1CC(=O)N2[C@H](CO)[C@@H](c3ccc(/C=C/c4ccccc4)cc3)[C@H]2C1	5.8	-4.3	8.3	2.2	nt	27.9	nt
COc1cccc(NC(=O)CSc2nc(O)c(C)c(=O)n2-c2ccc(C)cc2)c1	2.0	-1.4	-0.1	7.0	11.2	8.3	-0.1
CC(=O)N1CCCC(C)(C(=O)Nc2cccc(OC(C)C)c2)C1 (configuration not stated)	7.5	-2.3	nt	-2.6	0.9	-22.5	-2.0
O=c1oc2ccccc2c2c1ncn2-c1ccccc1	1.7	nt	nt	nt	6.3	nt	-7.0
Cc1ccccc1-n1c(=O)n(CCc2ccccc2)c(=O)c2[nH]cnc21	-1.3	-0.2	0.9	0.0	17.8	-8.9	6.3
Cc1cccc(CN(C)C[C@@H]2Oc3ncc(-c4ccccc4)cc3C(=O)N([C@H](C)CO)C[C@@H]2C)c1	nt	19.7	-3.6	-2.1	16.8	-4.4	3.5
C[C@@H]1CN([C@H](C)CO)S(=O)(=O)c2ccc(Br)cc2O[C@H]1CN(C)C(=O)C1CCCCC1	-3.0&-9.7	-9.4&5.5	-2.4&-9.8	4.2&-0.6	-7.6&-23.2&-1.8	6.0&-2.4	5.8&-3.4&1.6
Fc1ccc(-c2cn(-c3ccccc3)c3[n+]2CCS3)cc1	-16.6	5.4	-1.4	1.4	1.1	-5.1	-7.6
CCN(CC)c1nc2n(c(=O)n1)CCN2CC	-4.1	nt	nt	nt	2.6	nt	-4.6
CN(CCc1ccccn1)C(=O)CC1C(=O)NCCN1Cc1ccccc1C(F)(F)F (configuration not stated)	nt	-5.6	-2.3	-0.9	nt	6.4	nt
O=C(C[C@H]1C=C[C@H](NC(=O)C2CCC2)[C@H](CO)O1)NC1CCCCC1	-18.8	0.5	-0.3	0.9	-3.4	-4.2	1.4
O=[N+]([O-])c1cccc(/C=N\N2CCN(Cc3ccccc3Cl)CC2)c1	-2.8	6.9	-1.9	-1.0	nt	nt	30.4
CC(C)NC(=O)N1CC2(C1)[C@H](c1ccccc1)[C@@H](CO)N2Cc1ccccc1	nt	2.5	-1.0	nt	nt	3.6	nt
C[C@H]1CN=C(Nc2ccccc2)N1CCc1ccccc1	2.5	2.1	nt	-0.7	-5.8	9.7	5.4
CCN(C(=O)/C=C/c1cc(OC)c(OC)c(OC)c1)C1CCCCC1	-4.5	-1.8	-1.0	0.2	-18.3	5.4	1.0
Cc1nc(SCC(=O)NCCc2ccccc2)c2oc3ccccc3c2n1	-5.5	nt	nt	nt	-3.2	nt	11.5
O=C(c1ccc(NS(=O)(=O)c2cccs2)cc1)N1CCCCC1	10.0	nt	nt	nt	-4.6	nt	6.3
O=c1nc2c(-c3cccc(Br)c3)n[nH]n2c2ccccc12	7.9	-1.8	-5.5	0.5	-21.6	-31.1	38.7
C/C(=N\NC(=O)c1csc(C)c1C)c1ccc(C)s1	4.3	-2.2	5.5	-0.6	nt	-41.1	nt
CO[C@@H]1CN(C)C(=O)c2ccc(NC(=O)c3cc(C)on3)cc2OC[C@H](C)N(C)C[C@H]1C	0.9	-11.3	-4.5	1.6	9.2	-17.0	1.9
C=CCNC(=O)c1cc2sccc2n1C	4.4	3.4	-1.5	-0.9	nt	-8.7	nt
c1ccc(CN2CCC(N3CCC(N4CCCCCC4)CC3)CC2)cc1	nt	1.3	31.8*	-141.5	4.2	13.3	2.5
O=C(CNC(=O)C1CCCCC1)OCC(=O)c1cccc(Cl)c1	14.9	-0.1	-3.5	-0.3	1.4	9.2	-2.8
O=C(O)c1ccc(/C=C2/SC(=S)N(Cc3ccccc3)C2=O)cc1	-6.4	-2.7	-1.3	2.3	3.7	-2.6	0.3
COc1ccc(Cc2nc(-c3ccccn3)no2)cc1OC	2.8	-0.2	-2.0	2.2	nt	8.7	nt
CCCSc1ccc([C@@H]2[C@H]3C(=O)N(CC)C(=O)[C@H]3[C@]3(C(=O)OC)CCCN23)cc1	-4.0	-14.7	36.2*	-7.9	32.2	-29.7	-1.5
CC(C)CNC(=O)N[C@@H](CC(C)C)C(=O)O	5.8	3.2	-7.0	3.4	4.8	-5.8	-4.4
CN1CCN(C(=O)C[C@H]2CC[C@@H]3[C@H](COC[C@H](O)CN3C(=O)C3CCCC3)O2)CC1	-1.9	-9.9	6.2	-23.7	-3.9	-15.5	4.8
COc1ccc(C(=O)CSc2nnc(-c3cc(C)cc(C)c3)o2)cc1	nt	0.9	0.8	1.9	0.2	6.5	-6.2
C[C@H](CO)N1C[C@H](C)[C@@H](CN(C)Cc2ccc(C(F)(F)F)cc2)Oc2ccc(NS(=O)(=O)c3ccccc3)cc2C1=O	nt	-55.7	3.1	-0.2	-18.0	-10.2	2.0
COc1cccc(CN(C)C(=O)c2ccc(COc3ccc(Cl)cc3)cc2)c1OC	-9.9	-3.5	-0.9	-1.5	-9.5	-64.0	59.3*
CC1(C(=O)Nc2ccc3c(c2)OCCO3)CCC(=O)N1C1CCN(Cc2ccccc2)CC1 (configuration not stated)	-3.5	-3.5	5.8	-0.3	2.2	-6.2	-6.9
O=C(CN1CCN(Cc2ccccc2)CC1)N/N=C/c1cccs1	-4.2	-4.5	-3.0	-0.7	2.1	-0.2	0.7

Rewritten with two lines to a compound: three of the compounds above.
Values run as follows: FN deposit inh | S100A4 inh HTS | SIRT5 block | Casp6 inh | Statin myotox sup | LGR2 antag | esBAF inh
C/C(=N\NC(=O)c1csc(C)c1C)c1ccc(C)s1
    4.3 | -2.2 | 5.5 | -0.6 | nt | -41.1 | nt
CCCSc1ccc([C@@H]2[C@H]3C(=O)N(CC)C(=O)[C@H]3[C@]3(C(=O)OC)CCCN23)cc1
    -4.0 | -14.7 | 36.2* | -7.9 | 32.2 | -29.7 | -1.5
CO[C@@H]1CN(C)C(=O)c2ccc(NC(=O)c3cc(C)on3)cc2OC[C@H](C)N(C)C[C@H]1C
    0.9 | -11.3 | -4.5 | 1.6 | 9.2 | -17.0 | 1.9

Next part
SMILES	FN deposit inh	S100A4 inh HTS	SIRT5 block	Casp6 inh	Statin myotox sup	LGR2 antag	esBAF inh
Cc1cccc(OCC(=O)NCCCNC(=O)c2ccc(C)nc2)c1	3.3	-9.9	-2.8	-0.9	8.7	-3.1	5.6
O=C(CCN1CCC(c2cccs2)=N1)c1cccs1	0.0	-5.9	11.7	0.8	nt	-46.2	nt
CCCCn1c(N)c(C(=S)NC(=O)CC(C)(C)C)c(=O)n(C)c1=O	-12.3	-10.5	-4.9	1.6	nt	nt	nt
CC(Oc1cccc(Cl)c1)C(=O)Nc1nc(-c2ccccn2)cs1 (configuration not stated)	13.5	3.0	0.1	1.3	-64.3	7.6	-4.1
Cc1c(C(=O)NCc2ccc3c(c2)OCCO3)sc(=O)n1Cc1cccc(C(F)(F)F)c1	-0.5	-2.1	nt	0.4	3.8	5.6	-0.8
Cc1ccc(OC(C)C(=O)Nc2ccncc2)cc1C (configuration not stated)	4.9	0.5	-1.4	-4.3	-4.1	6.1	5.4
